ASAP1 GAP inh = inhibitors of human ASAP1 ArfGAP activity, primary screen, biochemical, fluorescence polarization; Arf-GAP with SH3 domain, ANK repeat and PH domain-containing protein 1 (Homo sapiens), …; ASAP1-stimulated ARF1 GTP hydrolysis, GDP FP detection; inhibition, % at 16.5 µM; 360,000 compounds, 0.19% hits; AID 624377, 2012; in the data active = inhibition above about 25%;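 note: 0% = vehicle with enzyme and substrate and 100% = no enzyme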
rCAG binder = binders of r(CAG) RNA repeats, primary screen, biochemical, fluorescence | inhibition, % at 3 µM | 370,000 compounds, 1.3% hits | AID 651821, 2012 | r(CAG) RNA repeat, TO-PRO-1 dye displacement fluorescence;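 active = inhibition above the plate cutoff, the mean of all test compounds on that plate plus 3 SD, cut at about 35% in these data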;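 note: 0% = DMSO alone and 100% = 100 µM mitoxantrone as full dye displacement; higher means more dye released from RNA so lower well fluorescence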
SMARCA2 act = SMARCA2 (BRM) function activators, primary screen, cell-based, luminescence, high throughput; activation, % at 9.1 µM; 370,000 compounds, 1% hits; MG213 cells, MMTV-luciferase reporter, dexamethasone, overnight; in the data active = activation above about 7.8%;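 note: 0% = vehicle wells and 100% = reference activator wells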
GC-A act = GC-A stimulated cGMP production enhancers – HEK293 GC-A cells, cGMP TR-FRET, EC30 ANP, primary screen; Atrial natriuretic peptide receptor 1 (Homo sapiens), P16066; 0% at EC30 ANP, 100% saturating ANP; activation, % at 10 µM; 370,000 compounds, 0.14% hits; AID 1671463, 2021; in the data active = activation above about 40%
ARFGAP1 inh = inhibitors of rat ARFGAP1 GAP activity, primary screen, biochemical, fluorescence polarization, GDP tracer; ADP-ribosylation factor GTPase-activating protein 1 (Rattus norvegicus), Q62848; Arfgap1-stimulated ARF1 GTP hydrolysis, GDP FP detection; inhibition, % at 16.5 µM; 360,000 compounds, 0.26% hits; AID 651572, 2012;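 active = inhibition above a per-plate limit, mean inhibition of low control wells plus 3 SD, cut at about 25% in these data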;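 note: 0% = DMSO wells with enzyme and 100% = wells lacking Arfgap1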
Target sequence (Q62848 1-136 limits assumed): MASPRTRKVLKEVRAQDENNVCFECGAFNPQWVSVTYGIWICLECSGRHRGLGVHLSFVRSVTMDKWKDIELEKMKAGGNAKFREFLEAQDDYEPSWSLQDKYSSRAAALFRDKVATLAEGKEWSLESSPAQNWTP
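Material – truncated rat Arfgap1 GAP domain · Buffer or medium – HEPES-based buffer, pH 7.5 · Reagent – human ARF1(Δ1-17)-GTP substrate · Dosing – 16.5 µM single point, 1.26% DMSO · Schedule – GTP hydrolysis reaction 2 h at 25 °C · Technique – GDP detection by fluorescence polarization · Benchmarks – No-Arfgap1 wells (100%) versus DMSO full-reaction wells (0%) · Repeats – single replicate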
PG9 Ab binder = binders of HIV-1 gp120 antibody PG9, primary screen, biochemical, TR-FRET; 360,000 compounds, 0.43% hits; inhibition, % at 6.7 µM; HIV-1 gp120 / PG9 antibody interaction; AID 624416, 2012; TR-FRET gp120-PG9 antibody binding; in the data active = inhibition above about 8.5%
Rev-erbA mod = modulators of Rev-erb alpha DNA binding, primary screen, biochemical, FITC-DNA, fluorescence polarization, uHTS; Nuclear receptor subfamily 1 group D member 1 (Homo sapiens), P20393; Rev-erbα–FITC-DNA binding, 90 min; activity, % at 10 µM; 370,000 compounds, 0.79% hits;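 active = activity above about 14%, limit read from the data; passing the limit was not always enough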;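 note: 0% = DMSO wells with 35 nM protein and 100% = DMSO wells with 750 nM protein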
Target sequence (P20393 whole entry, looked up): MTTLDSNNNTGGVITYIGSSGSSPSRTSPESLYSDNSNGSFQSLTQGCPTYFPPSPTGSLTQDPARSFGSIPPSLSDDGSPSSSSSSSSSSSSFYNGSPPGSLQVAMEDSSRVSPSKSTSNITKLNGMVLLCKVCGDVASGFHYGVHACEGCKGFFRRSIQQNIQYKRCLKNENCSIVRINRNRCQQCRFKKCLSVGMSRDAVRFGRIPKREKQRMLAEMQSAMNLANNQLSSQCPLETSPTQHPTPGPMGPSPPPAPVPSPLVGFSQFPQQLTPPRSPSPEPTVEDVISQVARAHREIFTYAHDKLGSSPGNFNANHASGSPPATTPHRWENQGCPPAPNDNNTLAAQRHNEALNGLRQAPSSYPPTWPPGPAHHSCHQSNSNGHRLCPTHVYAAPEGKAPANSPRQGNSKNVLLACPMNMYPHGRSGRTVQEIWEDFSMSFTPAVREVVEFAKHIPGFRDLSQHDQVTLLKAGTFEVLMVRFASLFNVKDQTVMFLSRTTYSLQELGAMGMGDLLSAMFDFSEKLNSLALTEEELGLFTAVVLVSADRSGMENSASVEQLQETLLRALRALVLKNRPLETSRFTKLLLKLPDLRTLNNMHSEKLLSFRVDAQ
mABHD4 FP = ABHD4 inhibitors, primary screen, biochemical, fluorescence polarization, mouse. 370,000 compounds, 0.54% hits. inhibition, % at 8.92 µM. purified mABHD4, FP-Rh probe fluorescence polarization. (Lyso)-N-acylphosphatidylethanolamine lipase (Mus musculus), Q8VD66;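 active = inhibition exceeding the mean over every tested compound plus 3 SD, cut at about 30% in these data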;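 note: 0% = plate median of compound wells and 100% = S159A mutant with DMSO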
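Material: mouse ABHD4 enzyme, wild type; Benchmarks: S159A mutant high control, sample median low control; Buffer or medium: HEPES pH 7.0, NaCl, Pluronic buffer; Signal: fluorescence polarization; Read-out: percent inhibition of probe binding, normalized to plate controls; Timing: pre-incubation 45 min, probe exposure 60 min, at 25 °C; Dosing: 8.92 µM, single dose.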
HTRA1 inh = HTRA1 serine protease inhibitors, primary screen, biochemical, fluorescence polarization, HTS | recombinant HTRA1, FP-rhodamine activity-based probe | inhibition, % at 5.96 µM | 340,000 compounds, 0.5% hits | Q92743 | AID 504803, 2011; in the data active = inhibition above about 36%;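 note: 0% = enzyme with DMSO and 100% = wells lacking enzyme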
NPR2 activator = human GC-B receptor activators, primary screen, HEK293 GC-B cells, cGMP TR-FRET, EC30 CNP; Atrial natriuretic peptide receptor 2 (Homo sapiens), P20594; 0% at EC30 CNP, 100% saturating CNP; activation, % at 10 µM; 370,000 compounds, 0.11% hits; AID 1920062, 2024;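 active = activation at 10 µM reaching about 35% in either raw or pattern-adjusted values, limit read from the data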
The depositor's hits bear a star; . = not tested or not shown.

SMILES | ASAP1 GAP inh | rCAG binder | SMARCA2 act | GC-A act | ARFGAP1 inh | PG9 Ab binder | Rev-erbA mod | mABHD4 FP | HTRA1 inh | NPR2 activator
Cc1nn(-c2ccccc2)c(Cl)c1C(=O)N1CCN(c2ncnc3c2cnn3-c2ccccc2)CC1 | -11 | 5 | 0 | -6 | -3 | 0.0 | -6 | -17 | 8 | -8
C[C@H](CO)N1C[C@H](C)[C@@H](CN(C)S(=O)(=O)c2cccs2)Oc2c(NS(=O)(=O)c3ccccc3)cccc2C1=O | 13 | 1 | 1 | 2 | 3 | -0.5 | -2 | 1 | -2 | 2
O=C1C[C@@H](c2ccccc2)N=C2N(Cc3ccc4c(c3)OCO4)C/C(=C/c3ccccc3)N12 | . | 7 | -1 | -7 | . | . | 6 | -15 | . | -10
COc1cc(NC(=S)NCCCN2CCOCC2)c(OC)cc1Cl | 6 | 4 | 3 | -4 | -10 | -2.9 | 3 | 2 | 5 | -6
COc1cc(C(=O)NCC(c2cccs2)N2CCOCC2)ccc1OCc1ccc(Cl)cc1 (centres undefined) | 11 | 6 | -4 | 2 | 0 | -0.6 | -1 | -5 | -24 | 0
Cc1ccc(C2C3=C(CCCC3=O)Nc3[nH]c(=S)[nH]c(=O)c32)cc1 (centres undefined) | -3 | 17 | 0 | 8 | 7 | 2.8 | 1 | 2 | 10 | 11
COc1ccc(CCNS(=O)(=O)CCNC(=O)c2ccc3c(c2)OCO3)cc1OC | -11 | -1 | 1 | 1 | -5 | 1.4 | -6 | 6 | -8 | 4
Cc1cc(C)c2nc(-c3ccccc3)ccc2c1 | -16 | 1 | 4 | -8 | -9 | 0.4 | 0 | 5 | . | -1
NC(=O)Nc1ccc(C(=O)OCC(=O)Nc2sccc2C(N)=O)cc1 | 0 | 12 | 2 | -2 | 3 | -0.1 | 3 | -4 | -14 | 4
O=C(CCn1c(=O)oc2ccccc21)NCCN1CCOCC1 | -1 | 4 | 1 | 1 | 12 | 1.0 | -7 | 3 | -2 | 3
Nn1c(Nc2ccccc2)nc2sc3c(c2c1=O)CCCC3 | 8 | 7 | -3 | -3 | 11 | 1.2 | -3 | 12 | 5 | -2
CN(Cc1ccccc1)C(=O)CNC(=O)Cn1cnc2ccccc2c1=O | -10 | -6 | -1 | 1 | -4 | -2.4 | 0 | 1 | 5 | 6
O=C1C(C=NCc2ccco2)=C(O)c2ccccc21 | -14 | 8 | 1 | 0 | 6 | -2.5 | -2 | 1 | 1 | 1
Cc1ccc(NC(=O)Nc2ccc3c(c2)OCO3)cc1F | -7 | 0 | 3 | 1 | -9 | 0.0 | -4 | 7 | 9 | -5
Cc1ccc(NC(=O)Cc2cn(C)c3ccccc23)cc1F | 4 | 0 | 0 | 0 | 14 | -0.9 | 7 | 5 | -12 | -4
CCOc1ccccc1NCN1C(=O)c2ccccc2C1=O | -13 | 0 | 3 | -1 | 11 | -0.1 | 3 | -5 | 3 | -2
COc1ccc(-c2cc(C(=O)N3CCN(c4ccccc4)CC3)no2)cc1OC | 1 | 0 | -1 | -1 | 1 | 0.2 | -7 | -6 | -2 | 3
Cc1ccc(CONC(=O)c2cccc([N+](=O)[O-])c2)cc1 | 5 | 0 | -1 | 1 | 5 | 0.6 | -2 | -1 | 6 | 0
CC1N(C)c2cc(NC(=O)c3cccs3)c(P(=O)(Nc3ccc([N+](=O)[O-])cc3)N3CCOCC3)cc2C1(C)C (centres undefined) | 8 | 8 | 0 | -5 | -3 | 0.9 | 2 | -9 | -18 | 4
Cc1ccc(-c2nnn(CC(=O)N(c3ccccc3)C(C(=O)NC(C)(C)C)c3cccs3)n2)o1 (centres undefined) | -6 | -2 | -2 | 2 | 8 | 0.6 | -6 | 2 | 0 | -4
S=c1[nH]c2ccc(Cl)cc2s1 | 15 | 1 | -1 | 4 | 7 | -1.5 | -2 | 4 | -4 | 0
O=C(CNc1ccccc1)NN=C1CCCC1 | 9 | 5 | -2 | 5 | -4 | -3.4 | -1 | -6 | 0 | -1
CCc1ccc(-c2cn3c(n2)SCC3)cc1 | 4 | 9 | 1 | -3 | -5 | 0.2 | -9 | -12 | 2 | 2
Cc1ccc(C(=O)O/N=C(\N)c2ccc(Br)cc2)cc1C | -4 | 3 | 3 | 4 | 4 | 0.4 | -4 | 2 | 2 | -3
COc1ccc(/C(O)=C2/C(=O)C(=O)N(Cc3ccco3)C2c2cccs2)cc1 (centres undefined) | -6 | 11 | 4 | 0 | -7 | -0.2 | 8 | 8 | 2 | 1
Cc1ccc(S(=O)(=O)N2CCN(S(=O)(=O)N3CCCCCC3)CC2)cc1 | -5 | -3 | 1 | -2 | -6 | 0.0 | 0 | -3 | -8 | 4
Cc1ccc(-n2c(=S)[nH]c3sc4c(c3c2=O)CCc2ccccc2-4)cc1 | -5 | 7 | -1 | 1 | -6 | 1.0 | 2 | 8 | -9 | -5
COC(=O)c1ccc(/C=N/NC(=O)CCSc2nc3ccccc3s2)cc1 | -3 | -1 | 2 | 9 | 6 | -2.4 | -2 | -4 | . | -5
Cc1ccc(Cn2c(NC(=O)c3ccco3)nc3ccccc32)cc1 | 9 | -1 | -1 | 25 | 8 | 2.9 | 2 | 0 | -8 | 25
CCCOc1cc(N)ccc1C(=O)OCCN(CC)CC | 0 | 1 | 0 | 2 | 2 | -0.4 | -6 | 1 | 6 | 2
O=C(Nc1ccc(S(=O)(=O)N2CCCC2)cc1)c1ccc(Br)o1 | 14 | 1 | -2 | 2 | -5 | -0.8 | 2 | 0 | -2 | -1
Cc1ccc(N=Cc2c(O)[nH]c3ccccc23)c([N+](=O)[O-])c1 | 3 | 7 | 7 | -1 | -5 | -2.8 | -33 | 7 | 6 | -2
CCNC(=S)/C(=C(/[O-])c1ccc([N+](=O)[O-])cc1)[n+]1ccccc1 | -6 | 8 | -2 | -1 | -3 | -3.6 | -1 | -2 | 10 | 1
CC(C)c1ccc(NC(=O)C(c2ccc3c(c2)OCO3)N2CCN(C(=O)c3ccco3)CC2)cc1 (centres undefined) | 13 | 1 | 0 | -3 | 11 | -0.9 | 3 | -1 | -32 | -3
COc1ccc(C(O)c2nc3ccccc3n2C(C)C)cc1 (centres undefined) | 5 | -4 | -5 | -6 | 10 | -0.5 | -5 | -1 | -5 | 1
CC(=O)c1ccc(S(=O)(=O)NCCOc2ccccc2)cc1 | 5 | 3 | 2 | 3 | 21 | 0.7 | 0 | -4 | -6 | -6
Cc1cc(=O)oc2cc(NC(=O)C3CCCC3)ccc12 | -2 | -2 | 2 | -3 | 1 | -1.2 | 0 | 5 | -1 | 0
CCCOc1ccc([N+](=O)[O-])cc1C1NC(=S)NC(c2ccccc2)=C1C(=O)OCC (centres undefined) | 5 | 7 | 0 | -20 | 2 | 0.8 | -3 | -4 | -19 | -26
CC1(C)CC(=O)C=C(c2cccc(O)c2)C1=O | 19 | 1 | 3 | -1 | 11 | 0.0 | 5 | -1 | 3 | 0
CN1CCN(C(=O)c2ccc3nc(-c4ccccc4)c(-c4ccccc4)nc3c2)CC1 | -1 | 1 | -4 | -55 | 2 | 0.5 | 1 | 0 | -1 | -17
COc1ccc(S(=O)(=O)Nc2cc3[nH]c(=O)oc3cc2C)cc1 | 0 | 3 | 2 | -7 | -1 | -0.7 | 2 | 7 | 8 | -1
COC(=O)c1cc(C(=O)Nc2nc3ccccc3[nH]2)cc([N+](=O)[O-])c1 | -1 | 5 | 0 | -1 | -7 | 0.1 | -21 | -7 | 3 | 2
O=C(O)C1CCN(C(=O)COc2ccc3c4c(c(=O)oc3c2)CCCC4)CC1 | -11 | 0 | 3 | -2 | 3 | -1.6 | 3 | 0 | 1 | -1
NNC(=S)NCc1ccc2c(c1)OCO2 | 2 | 3 | 0 | 2 | 0 | -0.8 | 2 | -4 | -11 | 6
COc1cccc(CN2CCN(Cc3cccc4nonc34)CC2CCO)c1 (centres undefined) | 5 | -8 | -3 | -1 | -3 | -0.7 | 0 | -2 | 0 | 1
CCOC(=O)CN(C(=O)COc1nc(-c2ccccc2)cc(C)c1C#N)c1ccc(F)cc1 | -15 | -3 | -5 | -8 | 3 | 1.2 | -3 | 0 | 6 | -10
CC(C)N(C)c1ncnc2c1ncn2[C@H]1CN(Cc2cccnc2)C[C@@H](CO)O1 | 14 | 1 | -1 | 3 | -9 | -1.2 | 1 | 3 | . | 0
COc1ccc(CC(=O)OCC(=O)NC2CCCCC2)cc1OC | 14 | 3 | -1 | 2 | 2 | 2.5 | -3 | -3 | 6 | 0
O=C(OCCN1CCN(C2CN(Cc3cn(Cc4ccccc4F)nn3)S(=O)(=O)C2)CC1)c1cc2ccccc2o1 (centres undefined) | . | -2 | 5 | 0 | . | . | -3 | -1 | . | -6
CCOC(=O)COc1ccc2c(C)cc(=O)oc2c1C(=O)c1ccccc1 | 4 | -5 | -1 | -1 | 0 | -1.8 | -5 | 6 | -6 | -5
CN(C(=O)COC(=O)C1CCN(S(=O)(=O)c2ccc(Cl)cc2)CC1)C1CCS(=O)(=O)C1 (centres undefined) | 6 | 2 | 4 | -1 | -1 | 0.1 | -3 | -2 | 1 | 7
CC1=CSC2=NC(C(F)(F)F)(C(F)(F)F)NC(=O)N12 | -15 | -2 | 0 | 2 | -1 | -0.3 | 0 | 2 | 7 | 6
CCn1c(SCC(=O)N/N=C(/C)c2ccncc2)nc2ccccc21 | 3 | 1 | 1 | -2 | -2 | -1.8 | 3 | 4 | 0 | -3
c1ccc(CSc2nnc(-c3cccnc3)o2)cc1 | 2 | 0 | 6 | 1 | 3 | -1.3 | -1 | -4 | 0 | 0

High-throughput results from PubChem BioAssay.
